# MrgX1 antag: human MrgX1 receptor antagonism, primary screen | B-score at 10 µM | 310,000 tested, 1.3% active | Q96LB2 | AID 588676 | MRGX1-HEK293 calcium flux, Fluo-4, BAM8-22 antagonism; stronger effect = lower value;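 active means calcium-response B-score plate-corrected more than 3 library SD below zero, starting fluorescence within 5 deviations, no agonist response on first addition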;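 further: peak minus trough fluorescence over baseline after final BAM8-22 challenge near maximal dose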
# Target sequence (Q96LB2 whole entry, looked up): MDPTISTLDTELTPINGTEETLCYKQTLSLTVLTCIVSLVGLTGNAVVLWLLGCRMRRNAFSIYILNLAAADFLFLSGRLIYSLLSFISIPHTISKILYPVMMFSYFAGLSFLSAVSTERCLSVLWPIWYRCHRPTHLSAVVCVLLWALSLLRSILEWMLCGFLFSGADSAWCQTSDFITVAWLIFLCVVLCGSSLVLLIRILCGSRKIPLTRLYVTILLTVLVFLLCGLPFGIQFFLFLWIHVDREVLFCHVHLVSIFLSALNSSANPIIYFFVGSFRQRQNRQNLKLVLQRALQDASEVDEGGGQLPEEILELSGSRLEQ
# TRPC6 inhibitor: blocks the mouse TRPC6 cation channel. HEK293-TRPC6, membrane potential dye, ACh-evoked depolarization; stronger effect = lower value. B-score at 10 µM. 310,000 tested, 1.1% active. Q61143;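 active means B-score under library mean minus 3 SD, initial fluorescence not abnormally high, positive integrated signal ratio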;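 further: B-score derived from integrated fluorescence ratio over the kinetic read; more negative B-score means stronger inhibition of depolarization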
# HIF act: HIF pathway transcriptional activation | U2OS HRE-luciferase reporter, luminescence; normalized: DMSO 0%, desferrioxamine 100% | activation, % at 7.5 µM (by protocol) | 300,000 tested, 0.32% active;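 active means mean activation of at least 10% of the iron chelator positive control signal, with at least half of replicates also reaching 10%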
# TRPC4 inh: inhibitors of mouse TRPC4 channel; B-score at 10 µM; HEK293 TRPC4beta/mu-opioid, DAMGO-evoked Fluo4 calcium flux; stronger effect = lower value; AID 2247; 300,000 tested, 0.39% active;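 active means B-score over 3 SD under the library average, no early fluorescence shift, positive overall ratio signal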
#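 Assay system – HEK293 line stably carrying TRPC4beta and mu-opioid receptor · Doses – single dose · Detection – Fluo4 calcium-dye fluorescence, kinetic read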
# MrgX1 PAM: human MrgX1 positive allosteric modulation, primary screen. Q96LB2. MrgX1-HEK293, Fluo-4 calcium flux, FDSS; stronger effect = higher value. B-score at 10 µM. 310,000 tested, 0.63% active;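 active means plate-corrected calcium response at least 3 library SD above typical, normal starting fluorescence, not activating the receptor alone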;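 further: compound read alongside a low EC10 to EC30 dose of BAM8-22 agonist; peak minus trough fluorescence over baseline measured at the second addition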
# AI-2 QS modul: modulates the Vibrio harveyi AI-2 quorum sensing system. Vibrio harveyi JMH597 AI-2 luminescence/OD600 ratio, 9 h; stronger effect = lower value; strain lacks LuxN and CqsS sensors; 0 = neutral-control median. activity change, % at 7.5 µM. 300,000 tested, 0.4% active; in the data active means activity change below about -75%, passing the limit was not always enough;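 further: luminescence divided by OD600 gain over 9 h not by final OD600 alone; inactives centre near 13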
# TRPC6 act: activators of mouse TRPC6 channel | HEK293-TRPC6 membrane potential dye fluorescence; stronger effect = higher value | 310,000 tested, 0.13% active | Q61143 | AID 2550 | B-score at 10 µM;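 active means B-score of the integrated fluorescence ratio above library mean plus 3 SD, and starting fluorescence ratio within library mean plus 5 SD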;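 further: higher score means more depolarization so channel activation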
# TRPC4 act: opens the mouse TRPC4 cation channel | HEK293 TRPC4beta/mu-opioid, Fluo4 calcium fluorescence; stronger effect = higher value | AID 2237 | 310,000 tested, 0.49% active | Q9QUQ5 | B-score at 10 µM;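 active means B-score above 5 SD of library B-scores, and initial fluorescence ratio not above library mean plus 5 SD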;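 further: positive B-score marks a calcium rise read as TRPC4 activation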
#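 Technique: kinetic Fluo4 calcium fluorescence; Test system: TRPC4beta and mu-opioid receptor HEK293 stable cells; Measure: B-scored integrated calcium fluorescence ratio; Benchmarks: low control buffer alone, high control maximal DAMGO; Schedule: 45 min room-temperature Fluo4 loading, 110 s read.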
# PolyA inhibitor: blocks polyadenylation in yeast reporter cells. S. cerevisiae SKY197-pL101 polyadenylation reporter, beta-gal luminescence; efflux-impaired pdr1/pdr3 knockout yeast; score 100 = 6 SD above DMSO. calls only at 12 µM. 300,000 tested, 0.02% active. AID 1875;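 active means lowest replicate activity score at least 50, where 100 means six control SD above control mean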;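 further: yeast exposed to compound for 9 h at 30 °C; higher score means more reporter readthrough which indicates perturbed polyadenylation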
# MrgX1 ag: agonists of human MrgX1 receptor | Q96LB2 | MrgX1-HEK293 cells, Fluo-4 calcium fluorescence, agonist mode; stronger effect = higher value | B-score at 10 µM | 310,000 tested, 0.44% active | AID 588627;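 active means calcium response B-score plate-corrected fluorescence ratio at least 3 library SD, with starting fluorescence B-score inside 5 SD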
#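 Material – MrgX1-expressing HEK293 cells · Input – 15,000 cells seeded per well · Dosing – compound as first of three additions · Times – overnight seeding, then 1 h dark dye loading · Measured by – kinetic Fluo-4 NW fluorescence of intracellular calcium · Read-out – B-scored fluorescence response ratio · Benchmarks – positive and negative control wells on each plate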
# TRPC4 PAM: TRPC4 (mouse) allosteric potentiation. B-score at 10 µM. AID 2227. HEK293 TRPC4beta/mu-opioid, DAMGO EC20, Fluo-4 Ca2+ flux; stronger effect = higher value. 310,000 tested, 0.42% active;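 active means B-score of calcium response area above 5 SD of library B-scores, with initial fluorescence ratio within 5 SD of library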;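 further: B-score of integrated fluorescence ratio over time as area under calcium response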
# The depositor's hits bear a star; i = inactive; nt = not tested or not shown.
SMILES,MrgX1 antag,TRPC6 inhibitor,HIF act,TRPC4 inh,MrgX1 PAM,AI-2 QS modul,TRPC6 act,TRPC4 act,PolyA inhibitor,MrgX1 ag,TRPC4 PAM
Cc1ccc(CN(C)CCc2ccccn2)cc1,i,i,0.1,nt,i,13.9,i,i,i,i,i
CCOc1ccc(N(CC(=O)OC)S(=O)(=O)c2ccc3c(c2)n(C)c(=O)c(=O)n3C)cc1,i,i,-0.1,i,i,19.1,i,i,i,i,i
O=C1S/C(=C\c2ccccn2)C(=O)N1Cc1ccccc1F,i,i,0.5,i,i,10.2,i,i,i,i,i
COc1ccc(CCNC(=O)C2CCC(=O)N2Cc2ccccc2Cl)cc1OC (stereo not drawn),i,i,-1.7,i,i,12.2,i,i,i,i,i
S=c1[nH]nc(-c2cccnc2)n1/N=C/C=C/c1ccco1,i,i,-0.7,i,i,9.1,i,i,i,i,i
CCn1cc([N+](=O)[O-])c(C(=O)Nc2ccn(C34CC5CC(CC(C5)C3)C4)n2)n1,i,i,-0.3,i,i,14.9,i,i,i,i,i
O=C(CCc1ccc(S(=O)(=O)NCc2ccccc2)cc1)NCc1ccc2c(c1)OCO2,i,i,0.0,i,i,10.0,i,i,i,i,i
CC1(C)OC2C(O1)[C@@H](CO)O[C@H]2n1cnc2c(N)ncnc21 (stereo partly drawn),i,i,-0.1,i,i,-2.6,i,i,nt,i,i
O=C(CSc1ccccn1)Nc1cccc(NC(=O)CSc2ccccn2)n1,i,i,0.9,i,i,7.2,i,i,i,i,i
O=C(CN1c2ccccc2Sc2ccccc21)NNC(=S)Nc1ccc(Cl)cc1,i,i,0.6,i,i,28.8,i,i,i,i,i
CCCn1nc(C(=O)NCCN2CCOCC2)c2ccccc2c1=O,i,i,-0.1,i,i,13.4,i,i,i,i,i
N#Cc1ccc(-c2ccccc2)nc1SCC(=O)c1cccc(Cl)c1,i,i,-0.8,i,i,3.1,i,i,i,i,i
C=CCn1c(=O)c2ccccc2n2c(SCc3c(C(=O)OCC)oc4ccccc34)nnc12,i,i,-0.8,i,i,2.3,i,i,i,i,i
CC1CCN(C(=O)c2ccc(S(=O)(=O)N(C)C)cc2)C(C)C1 (stereo not drawn),i,i,-0.3,i,i,24.2,i,i,i,i,i
CCOc1cc(NC(=O)C2CC2)c(OCC)cc1NC(=O)c1ccccn1,i,i,-0.1,i,i,12.6,i,i,i,i,i
COC(=O)/C(=C\Nc1ccc(Oc2ccc(F)cc2F)nc1)NC(=O)c1ccccc1,i,i,-0.3,i,i,20.0,i,i,i,i,i
Cc1ccccc1-c1nc(CN2CCC(C(=O)NCc3ccco3)CC2)c(C)o1,i,i,0.1,i,i,9.3,i,i,nt,i,i
CCN1C(=O)C2(SC(NC(C)=O)=NN2C(C)=O)c2cc(C)ccc21 (stereo not drawn),i,i,-0.1,i,i,18.2,i,i,i,i,i
CCC(=O)N1c2ccc(S(=O)(=O)CCC(=O)Nc3nccs3)cc2CC1C (stereo not drawn),i,i,-0.4,i,i,27.1,i,i,i,i,i
CC(Oc1ccc2cc(-c3ccccc3)c(=O)oc2c1)C(=O)NCC1CCC(C(=O)O)CC1 (stereo not drawn),i,i,0.0,i,i,12.4,i,i,i,i,i
CC(C)n1cc(C(=O)c2ccccc2O)cc(C#N)c1=O,i,i,-0.3,i,i,20.7,i,i,nt,i,i
O=S(=O)(c1cccc2nsnc12)N1CCNCC1,i,i,0.0,i,i,4.3,i,i,i,i,i
CCc1ccc(NC(=O)c2cnc(SC)nc2C)cc1,i,i,-0.8,i,i,15.9,i,i,i,i,i
CN(CC(=O)Nc1ccccc1Cl)C(=O)CSc1nncs1,i,i,-0.1,i,i,5.9,i,i,i,i,i
COc1cccc(N2CC(C(=O)Nc3c(C)cccc3C)CC2=O)c1 (stereo not drawn),i,i,-0.5,i,i,7.4,i,i,i,i,i
# More structures follow:
SMILES,MrgX1 antag,TRPC6 inhibitor,HIF act,TRPC4 inh,MrgX1 PAM,AI-2 QS modul,TRPC6 act,TRPC4 act,PolyA inhibitor,MrgX1 ag,TRPC4 PAM
c1ccc(CNc2ncnc3c2cnn3Cc2ccccc2)cc1,i,i,2.8,i,i,7.2,i,i,i,i,i
CC(C)c1ccc(NC(=O)CNC(=O)Cn2cnc3ccccc3c2=O)cc1,i,i,-0.1,i,i,16.1,i,i,i,i,i
COc1cccc(N/C(SCc2cccc([N+](=O)[O-])c2)=C(/C#N)C(=O)NCc2cccs2)c1,i,i,0.4,i,i,11.5,i,i,i,i,i
O=C(O)C1CCC(=O)N1C1c2ccccc2Oc2ccccc21 (stereo not drawn),i,i,0.1,i,i,9.3,i,i,i,i,i
CN(C)CCN(C(=O)C1CCN(S(=O)(=O)c2cccs2)CC1)c1nc2c(F)cccc2s1,i,i,-0.2,i,i,4.1,i,i,i,i,i
COc1ccc(NC(=O)CN(C)C(=O)c2cccnc2Sc2ccc(C)c(C)c2)cc1,i,i,-0.2,i,i,-14.3,i,i,i,i,i
COc1cc(N)cc(NC(=O)c2ccncc2)c1,i,i,1.5,i,i,3.1,i,i,i,i,i
COC(=O)c1ccc(C(=O)Nc2ccc3nc(-c4ccncc4)[nH]c3c2)cc1,i,i,-30.2,i,i,7.2,i,i,i,i,i
COc1ccc(-c2ccnc3[nH]n(-c4ccccc4)c(=O)c23)cc1,i,i,-0.5,i,i,9.7,i,i,i,i,i
C/C(=N\NC(=S)NC1CCCCC1)c1ccc(Cl)c(Cl)c1,-4.91*,i,-1.1,i,i,14.1,i,i,i,i,i
CCOC(=O)Cc1c(C)nc2cc(-c3ccc(C(C)(C)C)cc3)[nH]n2c1=O,i,i,-0.2,i,i,4.6,i,i,i,i,i
Nn1cc(-c2ccccc2)nc1SCC(=O)N1CCN(S(=O)(=O)c2ccccc2)CC1,i,i,0.0,i,i,-2.5,i,i,i,i,i
O=C(NCCCN=C1NS(=O)(=O)c2ccccc21)c1ccc(S(=O)(=O)N2CCCCC2)cc1,i,i,0.0,i,i,15.8,i,i,i,i,i
CN(c1ccccc1C(=O)Nc1ccc2c(c1)OCCO2)S(C)(=O)=O,i,i,0.0,i,i,5.1,i,i,i,i,i
CCC(C)C(NC(=O)OC(C)(C)C)C(=O)NC(C)C(N)=O (stereo not drawn),i,i,0.5,i,i,15.7,i,i,i,i,i
Cc1cc(=O)oc(C)c1C(=O)NCCC(C)C,i,i,-0.1,i,i,17.0,i,i,i,i,i
COc1ccc(Br)cc1CNC(=O)C1CCCN(S(=O)(=O)N2CC(C)CC(C)C2)C1 (stereo not drawn),i,i,-0.2,i,i,22.2,i,i,i,i,i
COc1cc2c(cc1OC)C(C1(O)CCCCC1)NCC2 (stereo not drawn),i,i,-4.5,i,i,1.7,i,i,i,i,i
O=C(O)C(O)c1ccccc1 (stereo not drawn),i,i,-0.3,i,i,9.9,i,i,i,i,i
CCc1cccc(NC(=O)CCCN2C(=O)C(c3ccccc3)Oc3cccnc32)c1 (stereo not drawn),i,i,-0.8,i,i,34.6,i,i,i,i,i
N#Cc1nc(Cc2ccccc2)oc1NCCCn1ccnc1,i,i,nt,i,i,8.3,i,i,i,i,i
COc1ccc(C(=O)NNC(=S)NC(=O)C(C)(C)C)cc1,i,i,0.1,i,i,45.2,i,225*,i,i,i
CC(C)(C)N(Cc1cc2ccccc2[nH]c1=O)C(=O)c1cccnc1,i,i,-1.5,i,i,-1.5,i,i,i,i,i
COc1ccccc1Nc1nc(N)nc(CSC(=S)N2CCCCC2C)n1 (stereo not drawn),i,-7.75*,0.6,i,i,23.7,i,i,i,i,i
COc1ccc(-c2nn(CCC#N)cc2C=C(C#N)C#N)cc1,i,i,-0.4,i,i,25.4,i,i,i,i,i
# (further entries)
SMILES,MrgX1 antag,TRPC6 inhibitor,HIF act,TRPC4 inh,MrgX1 PAM,AI-2 QS modul,TRPC6 act,TRPC4 act,PolyA inhibitor,MrgX1 ag,TRPC4 PAM
O=C(O/N=C1\CCCc2ccccc21)c1cccc(Cl)c1,i,i,0.1,i,i,11.6,i,i,i,i,i
Cc1ccc(C)c(OCC(=O)Nc2ccc3c(c2)OCO3)c1,i,i,1.8,i,i,4.4,i,i,i,i,i
O=C(Nc1ccc(Cl)c(Cl)c1)Nc1ccc(N2CCCC2)c(S(=O)(=O)Nc2ccccc2Cl)c1,i,i,1.0,i,i,28.1,i,i,i,i,i
COc1ccc(/C=C/c2nc3ccccc3n2C)cc1,i,i,-6.0,i,i,10.5,i,i,i,i,i
COc1ccc(CNC(=O)CN(C(=O)CCC(=O)Nc2ccccn2)c2cccc(C)c2)cc1,i,i,-0.2,i,i,6.6,i,i,i,i,i
CC(C)(C)NC(=O)CSc1nnc(NC(=O)CCn2cnc3ccccc3c2=O)s1,i,i,-0.7,i,i,23.8,i,i,i,i,i
COC(=O)c1cc(NC(=O)Nc2ccccc2OC)cc(C(=O)OC)c1,i,i,-0.4,i,i,15.0,i,i,i,i,i
CS(=O)(=O)N1c2ccccc2[C@]2([C@@]34C[C@H]5C(=O)N[C@@H](Cc6ccccc6)C(=O)N5[C@@H]3N(S(C)(=O)=O)c3ccccc34)C[C@H]3C(=O)N[C@@H](Cc4ccccc4)C(=O)N3[C@H]12,i,i,-0.7,i,i,21.3,i,i,i,i,i
COCCN(Cc1ccccc1)C(=S)Nc1ccc(Cl)cc1,i,i,-5.8,i,i,20.0,i,i,i,i,i
CC(C)(C)[C@H]1C=C(C(=O)NC2CC2)O[C@@H](OCc2ccc(CO)cc2)C1,i,i,0.7,i,i,6.4,i,i,i,i,i
CC(=O)Nc1cccc(N2C(=O)CC(Cc3ccccc3)C2=O)c1 (stereo not drawn),i,i,-0.2,i,i,7.1,i,i,i,i,i
Cc1ccc2c(=O)cc(C(=O)NCCc3ccc(S(N)(=O)=O)cc3)oc2c1C,i,i,0.1,i,i,12.8,i,i,i,i,i
CC(=O)Nc1ccc2c(c1)N(C(C)=O)c1ccccc1CC2,-4.69*,i,0.1,i,i,10.2,i,i,i,i,i
C/C(=N/O)c1ccc(N2C(=O)C3C4C=CC(C3C2=O)C2C3C(=O)N(c5ccc(/C(C)=N/O)cc5)C(=O)C3C42)cc1 (stereo not drawn),i,i,-0.5,i,i,22.2,i,i,i,i,i

# A portion of the library (hit frequency here may not be typical).
